High-throughput results as filed in PubChem BioAssay.
LmPK inh: blocks Leishmania mexicana pyruvate kinase activity. Q27686. purified LmPK, Kinase-Glo ATP luminescence, 1 h. Potency, µM (titrated, usually from 57.5 µM), without a hit: top-dose activity change, negative = inhibition, actives largely listed as inhibitors. 290,000 tested, 0.37% active; note: potency is the fitted concentration of half-maximal effect; % is set by controls: 0 for no effect and ±100 for the full control effect
Target sequence (Q27686 whole entry, looked up): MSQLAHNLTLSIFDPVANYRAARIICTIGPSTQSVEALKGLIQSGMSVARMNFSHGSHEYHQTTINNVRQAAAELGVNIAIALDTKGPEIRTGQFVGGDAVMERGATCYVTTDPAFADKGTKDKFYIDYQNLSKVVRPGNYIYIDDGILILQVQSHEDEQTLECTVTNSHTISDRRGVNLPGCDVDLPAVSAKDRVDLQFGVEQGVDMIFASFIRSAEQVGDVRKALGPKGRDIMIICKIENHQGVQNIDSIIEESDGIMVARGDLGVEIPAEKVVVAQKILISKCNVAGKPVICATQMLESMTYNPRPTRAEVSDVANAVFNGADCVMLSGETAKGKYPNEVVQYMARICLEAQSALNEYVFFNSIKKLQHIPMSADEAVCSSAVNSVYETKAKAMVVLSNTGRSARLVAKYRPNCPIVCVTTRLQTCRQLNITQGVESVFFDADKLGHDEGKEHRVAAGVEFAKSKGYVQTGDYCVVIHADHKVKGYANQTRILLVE
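qHTS format; LmPK 0.1 nM; substrates PEP 0.5 mM and ADP 0.1 mM. One-hour room-temperature incubation, then coupled luciferase luminescence; 0.5 nM enzyme wells mark activation.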
AMA1 RON2 block: inhibitors of Plasmodium falciparum AMA1-RON2 interaction; AID 720542; 360,000 tested, 0.2% active; Potency, µM (doses to about 58.2 µM), inactives show at the highest dose activity change, negative = inhibition, hits mostly inhibitors; AlphaScreen AMA1-biotinylated RON2 peptide binding;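 note: potency is the fitted concentration of half-maximal effect; 0% = vehicle wells and -100% = peptide control; nearly all actives have a fitted effect of over 45% in size; some results filed as inactive show a strong effect at the top dose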
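AMA1 (3D7) with his tag at 25 nM final met compounds first, then biotinylated RON2 peptide at 25 nM; detection used donor plus acceptor beads, 10 µg/mL apiece, read by AlphaScreen after 30 min at room temperature.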
Pf growth 96h: P. falciparum growth inhibition at 96 hour, primary screen for plastid delayed-death inhibitors; P. falciparum luciferase reporter growth, 96 h; Potency, µM (doses to about 28.7 µM), for the others: top-dose activity change, negative = inhibition, most hits filed as inhibitors; 320,000 tested, 6.9% active; AID 504834; note: potency is the fitted concentration of half-maximal effect; % is set by controls: 0 for no effect and ±100 for the full control effect
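P. falciparum expressing integrated firefly luciferase grown in erythrocytes (2% hematocrit, 0.05% parasitemia final) with compounds for 96 hours at 37 C, 5% CO2. Growth inhibition read as loss of luminescence after adding luciferase detection reagent.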
Pf growth 48h: inhibits P. falciparum growth in the first generation, 48 h | P. falciparum luciferase growth in erythrocytes, 48 h | 310,000 tested, 5.9% active | AID 504832 | Potency, µM (doses to about 28.7 µM), without a hit: top-dose activity change, negative = inhibition, most hits filed as inhibitors; note: potency is the fitted concentration of half-maximal effect; % is set by controls: 0 for no effect and ±100 for the full control effect
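Parasite viability was followed by luminescence of a genomically integrated firefly luciferase. Cultures held 0.1% parasitemia at 2% hematocrit (final), incubated under 5% CO2 at 37 C.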
CHX counter: affects cycloheximide protein synthesis inhibition readout, counter-screen; max response, %; cell reporter, cycloheximide protein synthesis inhibition counterscreen; AID 2314; 300,000 tested, 12% active; in the data active = max response mostly above about 13%, no sharp cut-off; inactive = mostly below about 14%; note: read at 38.3 µM for the half of the compounds with a filed dose; 0% is about no effect
Tb PYK inh: blocks Trypanosoma brucei pyruvate kinase; Q57TT1; TbPYK enzyme, Kinase-Glo Plus ATP luminescence, 45 min; Potency, µM (top dose mostly 76.8 µM), without a hit: at the highest dose activity, negative = inhibition, most hits filed as inhibitors; 410,000 tested, 0.12% active; AID 624173; note: potency is the fitted concentration of half-maximal effect; % is set by controls: 0 for no effect and ±100 for the full control effect; nearly all actives have a fitted effect of over 50% in size
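Quantitative HTS: titrated library compounds versus trypanosomal pyruvate kinase in TEA buffer (pH 7.2) containing KCl, MgCl2, BSA and Tween-20. Reactions were initiated with ADP, 130 uM final. Kinase-Glo Plus luminescence was read after 45 min at RT.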
Shiga inhibitor: inhibitors of Shiga toxin in Vero cells. Vero cells, Shiga toxin protein synthesis inhibition reporter. inhibition, % at 38.7 µM. 290,000 tested, 9.2% active; in the data active = inhibition mostly above about 28%, no sharp cut-off; inactive = mostly below about 43%; note: 0% is about no effect
* marks the source's active call; other numbers are inactive results; ? = inconclusive; . = not tested or not shown; [ ] = dose if it differs, or a comment. Unless noted, calls come from the whole dose curve; as a rule, active = well fitted curve in the direction sought with a large enough effect; inconclusive = small, poorly fitted or top-dose-only effect, or another doubt; inactive = no such curve, though single readings can be large; an effect the other way counts as inactive or inconclusive.

SMILES | LmPK inh | AMA1 RON2 block | Pf growth 96h | Pf growth 48h | CHX counter | Tb PYK inh | Shiga inhibitor
CCOC(=O)C(C)NC(=O)C(NC(=O)C1CCC(CC)CC1)C(C)C (configuration not stated) | 0% | 1% | 2% | -4% | 2 | 6% | -4
COc1ccc(-c2ccc(/C=C3/C(=N)N4C(C)=CSC4=NC3=O)o2)c([N+](=O)[O-])c1 | 0% | -9% | ? | 7% | 1 | 8% | -5
O=C(CSc1nnc(CNC(=O)c2ccccc2F)o1)NC1CCCC1 | -5% | 2% | ? | 3% | 2 | 2% | 18
Cc1nc2c(nnn2Cc2ccccc2)c(=O)n1-c1ccccc1 | -3% | -15% | 2% | ? | 1 | 4% | -2
COc1cccc(C2/C(=C(\O)c3ccc4c(c3)OCCO4)C(=O)C(=O)N2Cc2cccnc2)c1 (configuration not stated) | -2% | 1% | 2% | 4% | 9 | -2% | 4
CCn1c(SC(C)C(=O)Nc2ccc(N3CCOCC3)cc2)nnc1-c1ccco1 (configuration not stated) | . | -4% | 3% | 8% | . | -5% | .
CC#CC#Cc1cccc(=O)o1 | -1% | -10% | 10µM* | 12µM* | 25* | 0% | 61*
COc1ccc(C(C(=O)NCC2CCCO2)N(C(=O)c2snc(C(N)=O)c2N)c2ccccc2)cc1OC (configuration not stated) | 3% | -6% | ? | ? | -4 | -4% | -6
O=C(Cn1c(=O)[nH]c2ccccc2c1=O)Nc1ccc2c(c1)OCO2 | 0% | 39%[activator] | 22% | 14% | 10 | 0% | 21
O=C(CN1CC=C(c2ccccc2)CC1)NC(=O)NC1CCCCC1 | 0% | -2% | ? | 14% | 12 | 2% | 19
CCOCCCn1cnc2c(c1=O)c1nc3ccccc3nc1n2-c1ccccc1 | 3% | -4% | -16% | ? | -2 | 1% | -15
CC1(C)CN(c2cccc(Br)c2)C1=O | -1% | 18% | 19% | 7% | 1 | 1% | -20
COc1ccccc1N1CCN(/N=C/c2cc(OC)c(O)c(OC)c2)CC1 | -3% | -11% | 10% | -16% | 3 | -8% | 24
Nc1nnc(SCc2coc(-c3ccc(Cl)cc3)n2)s1 | 0% | 17% | . | 87%[activator] | 39* | 1% | 64*
Cc1ccc(S(=O)(=O)CC(=O)Nc2nc(C(C)(C)C)cs2)cc1 | -1% | -7% | 0% | 18% | 4 | 1% | 6
Cc1nc2sc3c(NCc4ccco4)ncnc3c2c2c1COC(C)(C)C2 | 2% | -10% | 12µM* | 6.6µM* | -1 | 3% | -3
Cc1cc(C)c2c(CN3CCN(CCO)CC3)cc(=O)oc2c1 | 2% | 7% | 7% | ? | 72* | 6% | 57*
COc1ccc(/C(N)=N/OC(=O)CCCN2C(=O)c3ccccc3C2=O)cc1OC | -2% | -6% | 7% | -7% | -3 | 1% | 17
CC(=O)c1ccc(OCC(O)CN2CCCC(C)C2)cc1 (configuration not stated) | -4% | -3% | 1% | . | -4 | 7% | -13
CCOC(=O)Cc1c(C)nc2c(-c3ccccc3)c(C)[nH]n2c1=O | 1% | 11% | ? | 2% | -1 | 9% | -15

2 of these compounds, set out differently:
Below each SMILES – LmPK inh	AMA1 RON2 block	Pf growth 96h	Pf growth 48h	CHX counter	Tb PYK inh	Shiga inhibitor
- O=C(CSc1nnc(CNC(=O)c2ccccc2F)o1)NC1CCCC1
    -5%	2%	?	3%	2	2%	18
- Cc1nc2c(nnn2Cc2ccccc2)c(=O)n1-c1ccccc1
    -3%	-15%	2%	?	1	4%	-2

Back to the main list; the five compounds before the break are reprinted first.
SMILES | LmPK inh | AMA1 RON2 block | Pf growth 96h | Pf growth 48h | CHX counter | Tb PYK inh | Shiga inhibitor
Cc1nc2sc3c(NCc4ccco4)ncnc3c2c2c1COC(C)(C)C2 | 2% | -10% | 12µM* | 6.6µM* | -1 | 3% | -3
Cc1cc(C)c2c(CN3CCN(CCO)CC3)cc(=O)oc2c1 | 2% | 7% | 7% | ? | 72* | 6% | 57*
COc1ccc(/C(N)=N/OC(=O)CCCN2C(=O)c3ccccc3C2=O)cc1OC | -2% | -6% | 7% | -7% | -3 | 1% | 17
CC(=O)c1ccc(OCC(O)CN2CCCC(C)C2)cc1 (configuration not stated) | -4% | -3% | 1% | . | -4 | 7% | -13
CCOC(=O)Cc1c(C)nc2c(-c3ccccc3)c(C)[nH]n2c1=O | 1% | 11% | ? | 2% | -1 | 9% | -15
O=C(NCc1cccs1)C1CCC(CNS(=O)(=O)c2cccc3nsnc23)CC1 (configuration not stated) | 4% | 3% | 28% | . | -2 | -1% | -5
Cc1cccc(C(=O)Nc2cccc(-c3ccc4nncn4n3)c2)c1 | -2% | 1% | 0% | 8% | 4 | -5% | -6
C=CCC(Nc1ccccc1)C12C=CC(O1)C(C(=O)OC)=C2C(=O)OC (configuration not stated) | 2% | -17% | 401%[activator] | ? | -3 | -14% | 3
CSCC(=O)N1CCCC(C(=O)c2cc(F)ccc2F)C1 (configuration not stated) | -1% | 3% | 45%[activator] | 57%[activator] | 5 | 0% | -2
Cc1cc(C(=O)NC2CCCc3c2cnn3-c2cccc(C)c2C)no1 (configuration not stated) | -1% | -2% | ? | -13% | 27* | -2% | 46*
O=C(CN1CCC(C(=O)c2ccc(F)cc2)CC1)Nc1ccccc1Cl | -6% | -11% | 18% | 11% | 13 | -21% | -3
Cc1ccc2c(c1)OC(=O)CC2c1ccccc1 (configuration not stated) | 1% | 7% | . | -15% | 4 | 2% | -11
CN(C#N)c1nc(Cl)nc(Nc2cccc(Cl)c2)n1 | -1% | -6% | 9% | 0% | 4 | 0% | -9
N/C(=N\OC(=O)CCC1CCCCC1)c1cccc([N+](=O)[O-])c1 | -2% | -16% | 0% | 36%[activator] | 3 | 1% | 4
COc1ccc(CNC(=O)Nc2cccs2)cc1OC | 3% | -4% | ? | -2% | -1 | -14% | 20
COc1ccc(-n2cnc(N)c2C(=O)c2cccc([N+](=O)[O-])c2)cc1 | 6% | -2% | 288%[activator] | -15% | -7 | 2% | -13
COc1ccc(C(=O)Nc2ccc(C3=NNC(=O)CC3C)cc2NC(=O)c2ccc(OC)cc2)cc1 (configuration not stated) | 13% | -21% | ? | ? | -7 | 5% | 6
O=C(Nc1cccc2c1CCCC2)c1ccccc1Br | -6% | 3% | ? | -25% | 1 | -9% | -12
